TNAP activators: stimulation of alkaline phosphatase TNAP activity – biochemical, luminescent, no phosphate acceptor, uHTS, primary screen (AID 1001) | purified TNAP, luminescent activation assay, no phosphate acceptor; higher activation fold means a stronger effect | 200,000 tested, 0.03% active | activation fold at 20 µM, or EC50 in µM where a hit was titrated; in the data active means activation fold from about 3, or a potency from the dose series; inactive means the rest, 99 in 100 with activation fold below about 1.6; further: many of its hits are not listed in these tables
Hep lipid drop: hepatic lipid droplet formation modulation; AML12 mouse hepatocytes, oleate lipid droplets, BODIPY imaging; inhibition, % at 6.5 µM; 240,000 tested, 0.4% active;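 active means lipid droplet intensity inhibited by at least 50%, with more than 500 cells counted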
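Assay system: AML12 mouse liver cells | Compound: 6.5 µM single-point dosing | Schedule: Overnight exposure | Technique: Fluorescence imaging, 20x objective, two fields per well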
Autophagy mod: alters autophagy in cells | MEF GFP-LC3 puncta imaging; test concentration mostly 10 µM | calls only at 10 µM (by protocol) | 190,000 tested, 0.98% active | AID 463193;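 active means percentage of spot-positive cells more than 3 SD above its plate mean, without a fluorescence outlier flag or 80% toxicity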;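 further: spot-positive cell cutoff set from DMSO-treated cells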
MT stabilize HCS: stabilizes microtubules in HeLa cells | 200,000 tested, 0.83% active | HeLa tubulin immunostaining HCS, 24 h; share of cells brighter than vehicle mean+2SD | % tubulin-high responders, % at 10 µM;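 active means plate Z-score above 3 for both tubulin-high and condensed-nucleus cell shares, with cell loss under 80%, at 10 µM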;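 further: anti alpha tubulin signal scored within the nucleus-defined area of each cell; some results filed as inactive read as strong as hits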
Insulin prom up: MIN6 insulin promoter up-regulation | MIN6 insulin promoter-GFP reporter, high-content imaging; active compounds read high | z-score at 5 µM | 190,000 tested, 0.3% active | AID 1625;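 active means z-score above 3 at 5 µM with at least 500 cells counted in the well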
PMI inhibition: MPI inhibition at elevated mannose 6-phosphate – biochemical, fluorescence intensity, high mannose 6-phosphate, primary screen (AID 1220); recombinant PMI enzyme, coupled fluorescence intensity; higher % means a stronger effect; inhibition, % at 20 µM; hits with a dose series show IC50 in µM; 190,000 tested, 0.66% active
bCat nuc transl: modulators of beta-catenin nuclear translocation. HeLa beta-catenin nuclear translocation, immunofluorescence imaging. nuclear translocation activity, % at 5 µM. 190,000 tested, 0.3% active. AID 1665;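 active means nuclear translocation activity above 50% at 5 µM, with a well cell count of 50 or more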;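 further: per-cell ratio of nuclear to cytoplasmic median beta-catenin stain intensity; plate controls were DMSO negative control for no effect and GSK-3 inhibitor IX positive control for full effect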
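Read-out: Nuclear/cytoplasmic beta-catenin signal ratio, % activation | Assay system: Human HeLa cell line | Times: 24 h compound exposure at 37°C, 5% CO2 | Signal: Fluorescence imaging of beta-catenin antibody stain plus DAPI | Dosing: 5 µM primary, 0.02–20 µM confirmation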
PMI inhibitors: inhibitors of human PMI, primary screen, biochemical, fluorescence intensity, coupled assay (AID 1209). purified PMI enzyme, coupled fluorescence intensity; higher % means a stronger effect. one-dose inhibition, % at 20 µM; IC50 in µM for titrated hits. 190,000 tested, 0.42% active;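 further: plate controls were DMSO vehicle for no effect and wells lacking substrate for full effect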
T cell modulator: T cell immune modulators affecting CD8 T cell-vesicle binding. 2C CD8+ T cell-vesicle binding, flow cytometry; active compounds read low. calls only at 7 µM. 330,000 tested, 0.068% active. AID 2052;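 active means response, share of CD8 T cells binding vesicles, and their 90th percentile fluorescence all below set limits, cut at about 80% in these data, passing the limit was not always enough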
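Material: 2C TCR transgenic mouse naive CD8+ T cells, MACS-purified. Also added: QL9-charged Drosophila Ld/ICAM-1/B7-1 vesicles. Timing: binding 1.5 h at 37 °C. Measured by: high-throughput flow cytometry with anti-B7-1 and anti-CD8 staining. Read-out: percent CD8+ FL2 mean versus row control. Controls: Unloaded micro-vesicles (low), QL9 vesicles with 0.7% DMSO (high).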
Insulin prom up cell count: further read-out of Insulin prom up, marked with its call; cell count; measured here: cytotoxicity, nuclei count;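 total cells summed across four imaged fields per well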
Hep lipid drop cells 6.5 µM: also measured in Hep lipid drop; calls as there; cell count; measured here: cell count, cytotoxicity flag;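 cells counted across two imaged fields per well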
bCat nuc transl cell count 5 µM: recorded beside bCat nuc transl, whose call it bears; cell count; measured here: cell count, cytotoxicity flag
T cell modulator vesicle-bound %: second read-out of T cell modulator, no call of its own (marks repeat the call); double positive events, %; measured here: CD8+ vesicle-bound cell fraction;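 binding gate set so that unloaded-vesicle control wells show 10% double positive cells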
MT stabilize HCS Hoechst-high %: second read-out of MT stabilize HCS, no call of its own (marks repeat the call); % Hoechst-high responders; measured here: nuclear condensation Hoechst responders;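 share of cells brighter than vehicle mean plus two SD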
MT stabilize HCS cytotoxicity %: second read-out of MT stabilize HCS, no call of its own (marks repeat the call); toxicity, %; measured here: cytotoxicity by cell density;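 0% = mean cell density of plate MIN control wells and 100% = no cells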
Autophagy mod cell loss 18 h: second read-out of Autophagy mod, no call of its own (marks repeat the call); toxicity, %; measured here: cell loss, nuclei count;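 cell loss after 18 h compound exposure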
Numbers without * were called inactive; i = inactive; · = not tested or not shown; + = active, no number. Unless noted, no stated cut-off is given here; in the data, active means inhibition above about 50%; inactive means the rest.

Every second line gives: TNAP activators, Hep lipid drop, Hep lipid drop cells 6.5 µM, Autophagy mod, Autophagy mod cell loss 18 h, MT stabilize HCS, MT stabilize HCS Hoechst-high %, MT stabilize HCS cytotoxicity %, Insulin prom up, Insulin prom up cell count, PMI inhibition, bCat nuc transl, bCat nuc transl cell count 5 µM, PMI inhibitors, T cell modulator, T cell modulator vesicle-bound %
(1) Fc1ccc(CSc2ncnc3scc(-c4ccccc4)c23)cc1
  1, 1, 697, i, 8, 4.3, 1.9, 9.0, -0.24, 1266, 4%, 4.8, 1108, 14%, i, 36
(2) Cc1cc(C)n(CC(=O)n2c(C)c(C)c3ccccc32)n1
  1.1, -2, 786, i, -3, 2.8, 1.7, 1.7, 0.01, 1181, -6%, -2.7, 1310, -2%, i, 8
(3) CCN(C(=O)c1coc(=O)c2ccccc12)c1cc(OC)ccc1OC
  1.1, -32, 660, i, -2, 3.3, 5.1, 4.4, 0.53, 2020, 19%, 1.7, 1092, 22%, i, 35
(4) COc1cc(/C=N/NC(=S)NCc2ccco2)cc(OC)c1OC
  1, -1, 713, i, -16, 3.4, 4.1, 8.8, 0.01, 1531, 0%, 0.6, 1001, 12%, i, 45
(5) CCOC(=O)c1c(N)sc(C(=O)N(C)C)c1CN1CCOCC1
  1, 24, 746, i, 0, 2.0, 2.0, 7.1, 1.8, 903, 3%, -1.3, 1094, 8%, i, 17
(6) CCNC(=O)CC1SC(=Nc2ccccc2C)N(C)C1=O (stereo not given)
  1, -2, 750, i, -2, 3.5, 2.0, 0.9, ·, ·, 3%, 2.8, 1065, 1%, i, 21
(7) O=C(Nc1ccccc1)c1snc2c(=O)[nH]cnc12
  1.1, 16, 711, i, 2, 2.9, 1.0, 18, 0.33, 1480, 2%, 1.8, 821, 4%, i, 20
(8) CCOC(=O)CSc1ccc(-c2nc3ccccc3[nH]2)cn1
  1.1, -6, 764, i, 19, 3.0, 2.1, 6.5, 0.72, 814, 7%, 0.0, 1114, 11%, i, 5
(9) Cn1c(SCC(=O)N2c3ccccc3Sc3ccccc32)nc2ccccc21
  1.1, -11, 552, i, 6, 2.7, 1.1, 9.9, 0.45, 1405, 8%, -0.1, 829, 18%, i, 51
(10) Cc1cccc(-c2noc(CCc3ccccc3)n2)c1
  1.1, ·, ·, i, 7, 2.7, 4.9, 11, 0.21, 1006, -3%, -1.5, 1194, -2%, i, 65
(11) CC1=NN(C(=O)c2cccnc2)C(O)(C(F)(F)F)C1 (stereo not given)
  1, 28, 679, i, 12, 2.9, 1.8, 1.1, 0.51, 1315, -5%, -0.6, 1095, -14%, i, 62
(12) Cc1cc(=O)oc2cc(NC(=O)C3COc4ccccc4O3)ccc12 (stereo not given)
  1, 5, 759, i, 0, 3.4, 2.3, 11, 1.2, 915, 13%, -6.7, 1115, 14%, i, 4
(13) Cc1ccc(C(=O)Nc2ccccc2C(=O)O)cc1NC(=O)COc1c(C)cccc1C
  1, 19, 687, i, 11, 1.4, 1.2, 7.7, ·, ·, -1%, 1.2, 1482, -3%, i, 8
(14) CC(=O)Nc1ccc(-c2nnn(CC(=O)c3ccc(F)cc3)n2)cc1Cl
  ·, -12, 661, ·, ·, ·, ·, ·, -1.4, 1082, ·, -1.0, 1283, ·, i, 54
(15) Cc1ccc(C(=O)N2CCN3C(=O)c4ccccc4C23c2ccc(Cl)cc2)cc1 (stereo not given)
  1.1, 3, 801, +, 7.6*, 4.4, 3.1, 12, -0.62, 766, 15%, 0.1, 1139, 18%, i, 10
(16) CC(C)N1CCc2c(sc(NC(=O)c3cc4cc([N+](=O)[O-])ccc4s3)c2C(N)=O)C1
  0.9, 26, 660, i, 28, 3.1, 1.9, 3.5, ·, ·, -5%, -0.7, 925, -14%, ·, ·
(17) COc1ccc(NC(=O)C2CCCCN2S(=O)(=O)c2ccc(F)cc2)cc1 (stereo not given)
  1.1, -4, 655, ·, ·, 3.9, 3.1, 9.6, -0.64, 1802, 7%, 1.7, 1079, 9%, i, 32
(18) C=CCCCCCCCCC(=O)NNC1CC(=O)N(c2ccccc2)C1=O (stereo not given)
  ·, -2, 734, ·, ·, ·, ·, ·, -1.3, 1427, ·, -0.2, 1288, ·, i, 25
(19) COc1cccc(/C=N/NC(=O)Cn2nc([N+](=O)[O-])cc2C)c1
  ·, -7, 730, ·, ·, ·, ·, ·, 0.4, 1072, ·, 0.2, 1278, ·, i, 24
(20) CCCc1cc(-c2[nH]ncc2-c2ccc3c(c2)OCCCO3)c(O)cc1O
  1.2, 10, 717, i, -18, 6.0, 4.4, 0.9, -1.1, 1205, 15%, -5.4, 1238, 16%, i, 41

Some of these compounds in order of the PMI inhibition value, falling:
cpd	molecule	TNAP activators	MT stabilize HCS Hoechst-high %	PMI inhibition	PMI inhibitors	T cell modulator	T cell modulator vesicle-bound %
20	CCCc1cc(-c2[nH]ncc2-c2ccc3c(c2)OCCCO3)c(O)cc1O	1.2	4.4	15%	16%	i	41
9	Cn1c(SCC(=O)N2c3ccccc3Sc3ccccc32)nc2ccccc21	1.1	1.1	8%	18%	i	51
13	Cc1ccc(C(=O)Nc2ccccc2C(=O)O)cc1NC(=O)COc1c(C)cccc1C	1	1.2	-1%	-3%	i	8

Going on with the list:
Every second line gives: TNAP activators, Hep lipid drop, Hep lipid drop cells 6.5 µM, Autophagy mod, Autophagy mod cell loss 18 h, MT stabilize HCS, MT stabilize HCS Hoechst-high %, MT stabilize HCS cytotoxicity %, Insulin prom up, Insulin prom up cell count, PMI inhibition, bCat nuc transl, bCat nuc transl cell count 5 µM, PMI inhibitors, T cell modulator, T cell modulator vesicle-bound %
(21) Cc1cc(N2CCN(C)CC2)nc2ccc(NC(=S)N3CCCCCC3)cc12
  1, 3, 677, i, 2, 0.1, 3.9, 6.5, 0.3, 1113, 25%, -1.8, 1015, -2%, i, 40
(22) Cc1c(NC(=O)CCCN2C(=O)c3cccc4cccc(c34)C2=O)c(=O)n(-c2ccccc2)n1C
  1.1, 11, 648, i, 0, 2.4, 2.1, 7.4, 0.01, 1620, 20%, -4.2, 1080, 7%, i, 48
(23) c1ccc(SCc2nc(-c3ccncc3)n[nH]2)nc1
  1, 18, 695, i, 0, 5.0, 2.1, 8.7, -0.03, 1362, 8%, -0.8, 1094, 6%, i, 37
(24) CC(=O)OCC(=O)N1CCN(c2ccc([N+](=O)[O-])cc2)CC1
  1, 12, 651, i, -2, 6.4, 2.7, 4.4, -0.46, 1480, 3%, -0.4, 1152, 4%, i, 51
(25) O=C(COC(=O)Cc1c(Cl)cccc1Cl)Nc1ccccc1-c1ccccc1
  1.1, -19, 659, i, -6, 3.2, 1.5, 6.7, 0.11, 1123, 7%, -0.4, 1031, 6%, i, 29
(26) COCCNC(=O)c1cc(-c2ccncc2)nc2ccc(S(=O)(=O)N3CCOCC3)cc12
  1.1, -2, 736, i, -3, 2.1, 3.2, 1.2, 0.12, 1159, -4%, -0.9, 1133, 1%, i, 50
(27) CCCC1c2ccc(C)n2CCN1C(=O)Nc1ccccc1Cl (stereo not given)
  1.1, -2, 752, i, 32, 5.2, 2.3, 4.5, ·, ·, -1%, -0.1, 1243, 0%, i, 17
(28) O=c1c2c(n3cnnc3n1C1CCCCC1)-c1ccccc1CC21CCCCC1
  1, -2, 688, i, -2, 1.4, 1.6, 6.0, -0.98, 610, 19%, -2.1, 1234, 15%, i, 12
(29) CCOC(=O)C1(Cc2ccccc2)CCCN(Cc2cnn(CC)c2)C1 (stereo not given)
  1.1, -11, 662, i, -8, 3.2, 2.1, 8.5, 0.02, 1566, -4%, -0.7, 1010, 4%, i, 46
(30) CCC(=O)Oc1ccc2ccccc2c1CNC(=O)c1ccccc1
  1.1, -2, 644, i, 8, 3.8, 2.7, 3.4, -0.51, 1487, 2%, -1.0, 1079, 8%, i, 4
(31) Cc1ccccc1C(=O)c1cccn1CC(=O)NCc1ccc2c(c1)OCO2
  1.1, -8, 781, i, -5, 0.4, 1.5, 14, -0.59, 899, 4%, -1.2, 1236, 2%, i, 12
(32) CCOC(=O)C1(CCSC)NC(c2ccco2)C2C(=O)N(C)C(=O)C21 (stereo not given)
  1, ·, ·, i, 1, 5.6, 2.4, 9.2, -1, 1522, -4%, -5.9, 995, -18%, i, 14
(33) O=C(COc1ccccc1)NCc1cccs1
  1, ·, ·, i, 2, 1.9, 1.5, 7.8, 1.2, 1203, 6%, -3.0, 1480, -5%, i, 10
(34) O=C(NCC(c1cccs1)N1CCOCC1)c1ccc(Cl)s1 (stereo not given)
  1.1, ·, ·, i, 59, 54*, 42*, 56*, ·, ·, -8%, ·, ·, -5%, i, 59
(35) CCC(=O)Nc1cccc(-c2csc(-c3ccccc3)n2)c1
  1.1, -23, 639, i, -48, 3.1, 3.5, 11, 0.53, 2249, 17%, 0.3, 966, 28%, i, 30
(36) Cc1cccc(N(CC(=O)Nc2c(C)n(C)n(-c3ccccc3)c2=O)S(C)(=O)=O)c1C
  1, -2, 786, i, 10, 0.9, 1.1, 7.0, 0.29, 925, -8%, -4.3, 1150, -9%, i, 3

Screens deposited in PubChem BioAssay by several laboratories.
